OX1R antag-1: OX1R (HCRTR1) antagonists, primary screen, fluorescence, CHO/OX1R cells, Fluo-8 calcium, orexin A | Fluo-8 calcium fluorescence | inhibition, % at 5 µM | actives 0.43% (n = 330,000) | AID 434989, 2010;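 active = inhibition above its plate's threshold, mean inhibition of all tested compounds on the plate plus 3 SD, cut at about 37% in these data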;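 note: 0% = orexin A challenge wells and 100% = SB-334867-A antagonist wells; not every result past the cut was called active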
Target sequence (O43613 whole entry, looked up): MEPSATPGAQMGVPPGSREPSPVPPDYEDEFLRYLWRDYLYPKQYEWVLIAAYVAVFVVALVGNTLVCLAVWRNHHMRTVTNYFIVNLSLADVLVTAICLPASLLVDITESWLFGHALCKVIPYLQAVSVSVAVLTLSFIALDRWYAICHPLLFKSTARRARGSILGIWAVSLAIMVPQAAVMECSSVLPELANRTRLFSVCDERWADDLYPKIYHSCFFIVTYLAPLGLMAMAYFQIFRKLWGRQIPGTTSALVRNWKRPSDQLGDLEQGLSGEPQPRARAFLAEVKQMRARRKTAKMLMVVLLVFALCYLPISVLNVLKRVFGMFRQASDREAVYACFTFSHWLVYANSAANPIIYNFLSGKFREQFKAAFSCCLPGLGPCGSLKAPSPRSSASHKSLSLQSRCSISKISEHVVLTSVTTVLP
OX1R antag-2: antagonists of human orexin 1 receptor (OX1R); actives 1.8% (n = 330,000); inhibition, % at 6.6 µM; AID 485270, 2010; OX1R-expressing cells, FRET antagonist read-out; Orexin/Hypocretin receptor type 1 (Homo sapiens), O43613; in the data active = inhibition mostly above about 38%, no sharp cut-off; inactive = mostly below about 40%;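 note: 0% = agonist challenge alone and 100% = reference antagonist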
* = called active by the depositor.

Values in the order: OX1R antag-1	OX1R antag-2
1: O=C(N/N=C/c1ccccc1OCC(=O)N1CCCC1)C(=O)Nc1ccccc1F
    -6	6
2: COc1ccc2c(-c3ccccc3)cc3nnnn3c2c1
    -2	-1
3: COc1ccc(CN(CC(=O)NCc2ccco2)C(=O)CCC(=O)Nc2ccccn2)cc1
    -7	-9
4: Cc1nc(SCc2c(F)cccc2Cl)c2c(=O)n(C)c(=O)n(C)c2n1
    -27	0
5: CC(C)(C)OC(=O)N1CCC(CC2CC(c3ccc(Cl)cc3)=NO2)(C(=O)NCC2CCCCC2)CC1 (configuration not stated)
    -30	15
6: CCN1CCN(C(c2ccccc2OC)c2nnnn2C2CCCCC2)CC1 (configuration not stated)
    -23	16
7: CCc1noc(C)c1C(=O)OCC(=O)N(CC)c1c(N)n(Cc2ccccc2)c(=O)[nH]c1=O
    -14	5
8: COc1ccc(-n2nnnc2CNC(=O)C(=O)c2c[nH]c3ccccc23)cc1
    1	27
9: CC(C)C(=O)N1CCN(c2ccc([N+](=O)[O-])cc2Cl)CC1
    -5	19
10: O=C(CSc1n[nH]c(=O)[nH]c1=O)Nc1ccc(C(=O)O)cc1
    -10	13
11: COc1cccc(C(=O)NCCS(=O)(=O)NCc2ccc(Cl)cc2)c1
    -19	25
12: CCn1c(CSCc2ccc(C)cc2)nnc1SCC(=O)NCc1ccccc1
    -22	9
13: CCC(=O)N1CCC2(CC1)Oc1ccc(Cl)cc1C(=O)C21CC(c2ccccc2)=NO1 (configuration not stated)
    -4	29
14: Cc1ccc2c(c1)c(N=NC(N)=O)c(O)n2C
    -16	23
15: CCCC[C@@H](CNC)NC[C@H](Cc1ccc(O)cc1)NCCc1ccc(OCC)cc1
    -27	7
16: CC1CCCC(NC(=O)COC(=O)c2cccc(S(=O)(=O)N3CCCCC3)c2)C1C (configuration not stated)
    -14	-3
17: Cc1cc2oc(=O)cc(CN3CCN(S(=O)(=O)c4cccs4)CC3)c2cc1C
    -28	5
18: N#Cc1cc2c(nc1SC1CCCCC1O)CCCC2 (configuration not stated)
    -32	9
19: CCn1c(N)nc2c1c(=O)n(C)c(=O)n2C
    -1	18
20: COc1ccc(N(CC(=O)NCc2ccccn2)S(=O)(=O)c2ccccc2[N+](=O)[O-])c(OC)c1
    -20	16
21: CCN1CCN(c2ccc(NC(=O)COc3ccc(Cl)cc3C)cc2)CC1
    -25	9
22: Cc1cccc(C(=O)Nc2ccc(C(=O)/C=C/c3ccncc3)cc2)c1
    5	17
23: Cc1cnc(CNC(=O)c2ccc3oc(Cc4ccccc4)nc3c2)[nH]1
    -1	13
24: CC(C)=CC(=O)N1CCC(n2nccc2NC(=O)CCc2ccccc2)CC1
    -14	-7
25: CC(C)CC(=O)Nc1nnc(SCC(=O)NC2CCCCC2)s1
    -10	2
26: CC1CC(c2ccccc2)n2nc(NC(=O)c3cccs3)nc2N1 (configuration not stated)
    -4	21
27: C=C1CCN([C@@H](CC(C)C)C(=O)Nc2ccc(OC)cc2)S(=O)(=O)c2ccccc21
    -23	23
28: COC(=O)COc1ccc(-c2ccccc2)cc1C=O
    10	7
29: COc1ccccc1CN1CC(C(=O)NCCn2ccc(C)n2)CCC1=O (configuration not stated)
    7	-1
30: CCCNC(=O)CCCCn1c(=S)[nH]c2c([nH]c3ccc(OC)cc32)c1=O
    -6	2
31: COc1ccc(NC(=O)COC(=O)c2cc([N+](=O)[O-])ccc2N2CCOCC2)cc1
    -21	35
32: CCC1Oc2ccc(C)cc2N(CC(=O)NCC2CCCO2)C1=O (configuration not stated)
    -9	23
33: CCCCOC(=O)CCNc1n[nH]c(=O)[nH]c1=O
    -8	18
34: CC1CC1C(=O)OCC(=O)NC(=O)c1ccccc1 (configuration not stated)
    -16	-1
35: CN(C(=O)COC(=O)c1ccc(NS(=O)(=O)c2cccs2)cc1)C1CCCCC1
    -15	23
36: CN(CC(=O)Nc1ccc(F)cc1)C(=O)c1cc2c(s1)CCCCC2
    -18	12
37: Cc1cccc(C2=NN(c3ccc(Br)cc3)[C@@H](C(=O)N3CCOC3=O)[C@@H]2c2ccc(Cl)cc2)c1
    -19	0
38: COC(=O)c1ccccc1NC(=S)N(Cc1ccc2c(c1)OCO2)Cc1cc2ccc(C)cc2[nH]c1=O
    -13	10
39: CC(O)C1C(=O)OC2(C)CC(C)(C)NC(=S)N12 (configuration not stated)
    -5	12
40: CNC(=O)c1c(NC(=O)CCS(=O)(=O)c2ccc(C)cc2)sc2c1CCN(C(=O)OC)C2
    -28	11
41: CS(=O)(=O)N(CC(=O)Nc1cc(Cl)ccc1Cl)c1ccccc1
    -14	7
42: Oc1ccccc1/C=N/n1c(-c2ccccc2)n[nH]c1=S
    1	9
43: C(=N\Nc1nn[nH]n1)/c1ccccc1
    -7	15
44: O=C(NS(=O)(=O)Oc1ccc(F)c(Cl)c1)OC[C@@H]1CCCN2CCCCC12 (some centres not stated)
    -16	10
45: COc1cc2c(cc1OC)-c1cc(Nc3ccccc3Br)nc(=O)n1CC2
    -26	1
46: CCn1c(SCC(=O)N/N=C\c2ccccc2OCC(=O)O)nnc1-c1ccc(Cl)cc1
    -4	14
47: CCN(C(=O)C(C)Sc1nnc(-c2ccncc2)n1C)C1CCCCC1 (configuration not stated)
    -6	0
48: O=C(Cc1cccs1)NCCc1csc(-c2ccccc2)n1
    -25	26
49: CCC(=O)N(Cc1cc(=O)[nH]c2ccccc12)c1ccccc1C
    -8	10
50: COc1ccc(C(CC(=O)N2CCOCC2)c2c(O)cc(OC)cc2OC)cc1 (configuration not stated)
    -1	13
51: CS/C(N)=N/N=C/c1ccc2c(c1)OCO2
    -7	5
52: COc1cc2oc3cc(C#Cc4ccc(N)cc4)ccc3c(=O)c2cc1OC
    -26	34
53: Cc1nc2ccc(S(=O)(=O)N3CCCCC3)cc2s1
    -4	26
54: Cc1ccc(OCCC(=O)OCc2csc(CC(=O)Nc3ccccc3C)n2)cc1
    -28	10
55: COc1cc(C2Nc3cc(Cl)c(S(N)(=O)=O)cc3S(=O)(=O)N2)ccc1OCc1ccccc1 (configuration not stated)
    -9	14
56: Cc1onc(-c2ccccc2)c1C(=O)N1CCCSC1=Nc1ccccc1
    -24	23
57: O=C(Nc1ccc(C(F)(F)F)cc1)c1ccc2ncsc2c1
    11	-1
58: O=c1c2c(nc3c(-c4ccccc4)c[nH]n13)CCCC2
    -7	18
59: CCOC(=O)C1=C(C)NC(=S)NC1c1cc(C)sc1C (configuration not stated)
    -16	8
60: O=C(c1cc(-c2ccccn2)nc2ccccc12)N1CCN(c2ncccn2)CC1
    -9	18

Next section:
Values in the order: OX1R antag-1	OX1R antag-2
61: CN(c1ccc(OC(=O)CN2C(=O)NC3(CCCC3)C2=O)cc1)S(=O)(=O)c1ccccc1
    -30	13
62: COC(=O)COc1cccc(NC(=O)COc2ccccc2)c1
    -3	14
63: Cc1ccc(-n2nc(C)cc2NC(=O)CC#N)cc1
    -31	6
64: O=C(Cc1ccccc1)NC1CCN(S(=O)(=O)c2ccc(C(=O)O)cc2)CC1
    9	8
65: COc1ccc(CNc2nc(SCC(=O)NCc3ccco3)nc3ccccc23)cc1
    7	79*
66: CCN(CC)CCC(=O)NC(C)(C)Cc1ccc(O)cc1
    -7	6
67: CCN(CC)C(=O)c1ccc(C(=O)c2ccccc2)cc1
    -22	7
68: Cc1cccc(N(CC(=O)NCc2ccco2)C(=O)CNS(=O)(=O)c2ccc(F)cc2)c1
    -2	34
69: COc1ccc(S(=O)(=O)N2CCC(C(=O)N[C@@H](C)C(=O)NC3CCCC3)CC2)cc1
    7	2
70: Cc1nnc(SCC(=O)NNC(=O)CC#N)[nH]c1=O
    6	5
71: COc1ccc(C[C@H]2CN3C(=NC[C@H]3Cc3ccccc3)N2CCNC(=O)c2ccc(C)c(Br)c2)cc1
    32	13
72: CCc1cc(=O)n2[nH]c(-c3ccccc3)c(-c3ccccc3)c2n1
    -29	-4
73: O=C(O)CCCn1cc(NC(=O)COc2cccc(Cl)c2)cn1
    7	1
74: O=C(CSc1ncnc2c1oc1ccccc12)OCc1ccccc1
    -14	0
75: COc1ccc(CCNC(=O)COC(=O)CNS(=O)(=O)c2ccc(SC)c([N+](=O)[O-])c2)cc1
    -14	17
76: CCOC(=O)c1c(C)n(C)c2ccc(OC(C)C(=O)OC)cc12 (configuration not stated)
    -19	13
77: COc1ccc(C(CNC(=O)Nc2ccc(Cl)cc2)N2CCN(C)CC2)cc1 (configuration not stated)
    -10	5
78: CC(=O)NC(Nc1nc2c(s1)CCCC2)(C(F)(F)F)C(F)(F)F
    4	6
79: CCOC(=O)N1CCN(C(=O)CCc2ccc(S(=O)(=O)NCC(C)C)cc2)CC1
    -17	3
80: Cc1cc(C(=O)NNC(=S)NCc2ccco2)nn1C
    -14	10
81: CCOC(=O)c1c(CNCCN(CC)CC)n(C)c2cc(Br)c(OC)cc12
    -26	20
82: CN(C)N(C(=O)c1cc(-c2cccs2)nn1-c1ccccc1)C1CCS(=O)(=O)C1 (configuration not stated)
    -4	-4
83: COc1ccc(C2=NN(C)C(=NCc3ccccc3)SC2)cc1
    -22	5
84: CCCCNC(=O)OCCNC(=O)Oc1cccc(C)c1
    -5	9
85: CC(C)C(=O)OCCN=C1NS(=O)(=O)c2ccccc21
    1	6
86: COc1ccc(-c2cc(C(=O)N3CCCC(C(F)(F)F)C3)c3ccccc3n2)cc1 (configuration not stated)
    -9	9
87: O=C(NCC1CCCO1)c1ccc(NC(=O)C2CCCCC2C(=O)O)cc1 (configuration not stated)
    -2	9
88: Cc1ccc(-n2c(COc3c(C)cccc3C)nnc2SCC(=O)Nc2nccs2)cc1
    -25	8
89: CCOc1ccc(N2C(=O)Nc3ccccc3C2(O)C(=O)NCc2ccccc2)cc1 (configuration not stated)
    5	2
90: COC(=O)C1=C(O)/C(=C/c2ccc(OCC(=O)Nc3ccccc3)cc2)N=C1C
    -17	26
91: Cc1sc(NC(=O)c2ccco2)c(C(c2ccc(F)cc2)N2CCN(C)CC2)c1C (configuration not stated)
    -36	0
92: COc1ccc(-c2cc(C(=O)NCCN3CCOCC3)no2)cc1OC
    -9	17
93: COc1ccccc1NC(=O)N1CCN(C(=O)c2ccco2)CC1
    -1	11
94: Cc1ccc(C(=O)N/C(=C/c2cccs2)C(=O)N2CCCCC2)cc1
    -26	44
95: CN1c2cccc3cccc(c23)N(C)C1(C)C
    -16	22
96: CCOc1ccc(NC(=O)CN(C)C(=O)CCCc2c[nH]c3ccccc23)cc1OCC
    -17	9
97: COc1ccc(NC(=O)C2C3C=CC(C3)C2C(=O)O)cc1 (configuration not stated)
    -4	4
98: O=c1c2c(nc3nc(Cc4ccccc4)[nH]n13)CCC2
    -14	12
99: COc1ccc(CC(C)N2CCN(Cc3ccccc3)CC2)c(OC)c1 (configuration not stated)
    -31	8
100: CCN(CC)S(=O)(=O)c1ccc(N2CCOCC2)c(NC(=O)C(=O)c2c(-c3ccccc3)cc3ccccn23)c1
    -12	20
101: CC(=O)Nc1ccc(/C=C/C(=O)c2ccc3c(c2)OCCO3)cc1
    -21	23
102: CCC(CO)n1c(SCc2cc([N+](=O)[O-])cc3c2OCOC3)nc2ccccc2c1=O (configuration not stated)
    -24	15
103: Cc1cccc(-n2nc3c(c2NC(=O)CCC2CCCCC2)CS(=O)C3)c1C (configuration not stated)
    -25	9
104: C/C(=N\N=C\c1ccccc1F)c1nnn(-c2nonc2N)c1C
    -11	10
105: O=C(NCC1CCCO1)c1ccc(N2CCCCC2)c([N+](=O)[O-])c1 (configuration not stated)
    -3	31
106: O=C(N/N=C/c1cc(Br)c(Br)o1)c1ccc2c(c1)OCCO2
    -14	10
107: CNC(=S)NNC(=O)c1noc(C)c1C(=O)N1CCN(C(c2ccccc2)c2ccccc2)CC1
    -22	12
108: COc1cc(/C=C2/C(=N)N3N=C(CC(=O)N4CCOCC4)SC3=NC2=O)ccc1OCc1ccccc1
    -3	-1
109: Nc1ccc(Cl)c(S(=O)(=O)Nc2cccc(Cl)c2)c1
    -4	19
110: COc1ccc(S(=O)(=O)Nc2ccc(Nc3ccccc3)cc2)cc1
    -1	10

Compound activity: PubChem, The Scripps Research Institute Molecular Screening Center
